PRC2 inh: blocks human EZH2/PRC2 H3K27 methylation | DELFIA TRF, 1 h | inhibition, % at 12.5 µM | AID 651548 | Q15910 | hit rate 0.35% among 57,000;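 active means mean inhibition of replicates at least 50% and every single replicate also reaching 50%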;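 further: dimethyl H3K27 on biotinylated H3 21-44 peptide detected by antibody; plate controls were median neutral control wells for no effect and median positive control wells for full effect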
IDH1 mut inh: inhibitors of human IDH1 R132H | IDH1 R132H reductase, diaphorase/resazurin fluorescence, 60 min | inhibition, % at 10 µM | hit rate 0.18% among 70,000 | AID 624101; in the data active means inhibition above about 34%;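 further: 0% = DMSO and 100% = no enzyme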
Target sequence (O75874 whole entry R132H): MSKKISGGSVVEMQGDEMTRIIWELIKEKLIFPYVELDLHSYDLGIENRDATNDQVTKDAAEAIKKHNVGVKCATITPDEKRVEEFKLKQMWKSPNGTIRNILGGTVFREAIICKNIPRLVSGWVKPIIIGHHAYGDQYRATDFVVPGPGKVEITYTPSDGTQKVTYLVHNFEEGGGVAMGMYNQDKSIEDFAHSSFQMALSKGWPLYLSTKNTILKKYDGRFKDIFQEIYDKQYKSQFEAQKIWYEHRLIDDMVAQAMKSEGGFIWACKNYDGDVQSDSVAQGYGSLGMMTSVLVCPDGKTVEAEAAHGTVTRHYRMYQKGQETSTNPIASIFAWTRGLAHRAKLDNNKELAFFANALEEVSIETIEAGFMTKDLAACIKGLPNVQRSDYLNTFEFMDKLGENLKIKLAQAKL
Active calls of the source: *. The list is partial; rates above refer to the full screens.

`CC(C)NC(=O)N(C)C[C@@H]1Oc2ccc(NC(=O)Nc3ccc(C(F)(F)F)cc3)cc2CC(=O)N([C@H](C)CO)C[C@@H]1C` gave IDH1 mut inh 1.8.
Screening CC(C)NC(=O)N(C)C[C@@H]1OCCCC[C@H](C)Oc2ccc(NC(=O)c3ccccc3)cc2C(=O)N([C@H](C)CO)C[C@H]1C returned PRC2 inh -31.
For COc1cccc(S(=O)(=O)N(C)C[C@@H]2Oc3ncc(C#Cc4ccccc4)cc3C(=O)N([C@H](C)CO)C[C@@H]2C)c1 the results were IDH1 mut inh 0.5.
`C[C@@H]1CN([C@@H](C)CO)S(=O)(=O)c2ccc(-c3ccccc3)cc2O[C@@H]1CN(C)S(C)(=O)=O` gave PRC2 inh 12 and IDH1 mut inh 0.4.
Screening C[C@@H](NC(=O)C[C@H]1C[C@@H]2c3cc(NC(=O)C4CCOCC4)ccc3O[C@@H]2[C@H](CO)O1)c1ccccc1 returned PRC2 inh -2 and IDH1 mut inh 0.1.
`O=C(CCCCC(=O)N/N=C/c1coc2ccccc2c1=O)NO` gave PRC2 inh 9 and IDH1 mut inh 1.1.
Screening CNC[C@@H]1Oc2c(NC(=O)c3ccc(-c4nccs4)cc3)cccc2C(=O)N([C@H](C)CO)C[C@@H]1C returned PRC2 inh -7 and IDH1 mut inh 1.7.
For COc1ccc([Si](C)(C)[C@@H]2[C@@H](CCn3cc([C@H](O)c4ccccc4)nn3)O[C@]3(C(=O)N(Cc4cccc(N5CCC5=O)c4)c4ccccc43)[C@H]2C)cc1 the results were PRC2 inh 15 and IDH1 mut inh 0.2.
Screening CCCC(=O)Nc1ccc2c(c1)OC[C@@H](C)N(Cc1ccccc1F)C[C@@H](C)[C@H](OC)CN(C)C2=O returned PRC2 inh -4 and IDH1 mut inh -0.2.
Screening CCOc1cc(OCC)cc(C(=O)N[C@@H](Cc2ccc(N=[N+]=[N-])cc2)C(=O)OC)c1 returned PRC2 inh 5 and IDH1 mut inh -0.2.

A run of entries of the results above, as a working copy:
Screening CNC[C@@H]1Oc2c(NC(=O)c3ccc(-c4nccs4)cc3)cccc2C(=O)N([C@H](C)CO)C[C@@H]1C returned PRC2 inh -7 and IDH1 mut inh 1.7.
For COc1ccc([Si](C)(C)[C@@H]2[C@@H](CCn3cc([C@H](O)c4ccccc4)nn3)O[C@]3(C(=O)N(Cc4cccc(N5CCC5=O)c4)c4ccccc43)[C@H]2C)cc1 the results were PRC2 inh 15 and IDH1 mut inh 0.2.
Screening CCCC(=O)Nc1ccc2c(c1)OC[C@@H](C)N(Cc1ccccc1F)C[C@@H](C)[C@H](OC)CN(C)C2=O returned PRC2 inh -4 and IDH1 mut inh -0.2.
Screening CCOc1cc(OCC)cc(C(=O)N[C@@H](Cc2ccc(N=[N+]=[N-])cc2)C(=O)OC)c1 returned PRC2 inh 5 and IDH1 mut inh -0.2.

Later entries:
Screening C[C@@H]1CCCCO[C@@H](CN(C)C(=O)Nc2ccc(C(F)(F)F)cc2)[C@@H](C)CN([C@H](C)CO)C(=O)c2cc(NC(=O)Nc3ccccc3)ccc2O1 returned IDH1 mut inh 1.1.
COc1ccc(OC)c(NC(=O)CSc2nc(N)c(-c3ccccc3)c(=O)[nH]2)c1 was read as PRC2 inh 12 and IDH1 mut inh 0.7.
`Cn1cnc(S(=O)(=O)N[C@@H]2CC[C@@H](CC(=O)NCC3CC3)O[C@H]2CO)c1` gave PRC2 inh 15 and IDH1 mut inh -0.2.
`Cc1ccccc1NC(=O)CSc1nnc(C23CC4CC(CC(C4)C2)C3)o1` gave PRC2 inh 0 and IDH1 mut inh 0.1.
Screening C[C@@H]1CCCCO[C@H](CN(C)Cc2ccc3c(c2)OCO3)[C@@H](C)CN([C@H](C)CO)C(=O)c2cc(NC(=O)Nc3ccc4c(c3)OCO4)ccc2O1 returned IDH1 mut inh 0.5.
Screening CCCNC(=O)Nc1ccc2c(c1)OC[C@@H](C)N(C(=O)C1CC1)C[C@H](C)[C@@H](OC)CN(C)C2=O returned PRC2 inh -9 and IDH1 mut inh -0.4.
Screening C[C@@H]1CCCCO[C@@H](CN(C)C(=O)c2ccncc2)[C@H](C)CN([C@@H](C)CO)C(=O)c2cc(N(C)C)ccc2O1 returned PRC2 inh 5 and IDH1 mut inh -4.1.
`CNC[C@@H]1Oc2ccc(NC(=O)C3CC3)cc2C(=O)N([C@@H](C)CO)C[C@@H]1C` gave PRC2 inh 2 and IDH1 mut inh -6.7.
Screening C[C@@H]1CN([C@@H](C)CO)S(=O)(=O)c2ccc(C#CC3CC3)cc2O[C@H]1CN(C)C(=O)C1CCC1 returned PRC2 inh -3.
`CC(C)NC(=O)N[C@@H]1C=C[C@@H](CC(=O)NC2Cc3ccccc3C2)O[C@@H]1CO` gave PRC2 inh -3 and IDH1 mut inh -0.1.

Next section, starting with the last 4 of the part before.
Screening C[C@@H]1CCCCO[C@@H](CN(C)C(=O)c2ccncc2)[C@H](C)CN([C@@H](C)CO)C(=O)c2cc(N(C)C)ccc2O1 returned PRC2 inh 5 and IDH1 mut inh -4.1.
`CNC[C@@H]1Oc2ccc(NC(=O)C3CC3)cc2C(=O)N([C@@H](C)CO)C[C@@H]1C` gave PRC2 inh 2 and IDH1 mut inh -6.7.
Screening C[C@@H]1CN([C@@H](C)CO)S(=O)(=O)c2ccc(C#CC3CC3)cc2O[C@H]1CN(C)C(=O)C1CCC1 returned PRC2 inh -3.
`CC(C)NC(=O)N[C@@H]1C=C[C@@H](CC(=O)NC2Cc3ccccc3C2)O[C@@H]1CO` gave PRC2 inh -3 and IDH1 mut inh -0.1.
`COc1ccccc1CNC(=O)C[C@@H]1C[C@@H]2c3cc(NC(=O)C4CCOCC4)ccc3O[C@@H]2[C@H](CO)O1` gave PRC2 inh -2 and IDH1 mut inh -0.9.
For COc1ccccc1-c1ccc2c(c1)O[C@@H](CN(C)C(=O)c1cccnc1)[C@H](C)CN([C@H](C)CO)S2(=O)=O the results were PRC2 inh 1 and IDH1 mut inh 4.9.
`C[C@H]1CN([C@@H](C)CO)C(=O)c2cc(NC(=O)CCCCCC(=O)Nc3ccccc3N)ccc2O[C@@H]1CN(C)C` gave PRC2 inh -10 and IDH1 mut inh 0.0.
COc1ccccc1S(=O)(=O)N[C@H]1C=C[C@H](CC(=O)NCc2cccc(F)c2)O[C@@H]1CO was read as PRC2 inh 0 and IDH1 mut inh 0.0.
For CC(C)NC(=O)Nc1ccc2c(c1)C(=O)N([C@@H](C)CO)C[C@H](C)[C@@H](CN(C)Cc1ccc(C(F)(F)F)cc1)O2 the results were IDH1 mut inh -0.2.
Screening CN(C)CC(=O)N[C@@H]1CC[C@H](CCNS(=O)(=O)c2ccccc2)O[C@H]1CO returned PRC2 inh 14 and IDH1 mut inh -0.2.
`O=C(Cc1ccccn1)N[C@H]1CC[C@H](CC(=O)N2CCCCC2)O[C@H]1CO` gave PRC2 inh -7 and IDH1 mut inh -0.2.
O=C(C[C@H]1C=C[C@@H](NC(=O)Cc2ccccn2)[C@H](CO)O1)NCCc1ccncc1 was read as PRC2 inh 2 and IDH1 mut inh 0.1.
COc1ccccc1-c1cc(C(F)F)n2ncc(C(=O)NCc3cccnc3)c2n1 was read as PRC2 inh 21 and IDH1 mut inh -0.3.
Screening C=CCN1C(=O)[C@]2(O[C@H](CCn3cc(CCO)nn3)[C@@H]([Si](C)(C)c3ccc(OC)cc3)[C@@H]2C)c2ccccc21 returned PRC2 inh 21 and IDH1 mut inh -0.8.
Screening C[C@@H]1CN([C@H](C)CO)C(=O)c2cc(NS(=O)(=O)c3ccc(F)cc3)ccc2O[C@@H]1CN(C)C(=O)Nc1cccc2ccccc12 returned IDH1 mut inh 1.8.
Cc1ccc(S(=O)(=O)N(C)C[C@@H]2Oc3ccc(NC(=O)CCCN(C)C)cc3CC(=O)N([C@H](C)CO)C[C@@H]2C)cc1 was read as IDH1 mut inh -11.
COc1ccc(S(=O)(=O)N(C)C[C@@H]2OCCCC[C@@H](C)Oc3ccc(NC(=O)C4CCCCC4)cc3C(=O)N([C@@H](C)CO)C[C@H]2C)cc1 was read as IDH1 mut inh 1.2.
`Cc1ncn2cc(-c3ccc(Cl)cc3Cl)[nH]c(=O)c12` gave PRC2 inh -5 and IDH1 mut inh 0.7.
`COCC(=O)Nc1ccc2c(c1)[C@@H]1C[C@@H](CC(=O)NCc3cc(F)ccc3F)O[C@H](CO)[C@@H]1O2` gave PRC2 inh 3 and IDH1 mut inh -0.5.
C[C@H]1CN([C@@H](C)CO)C(=O)c2cc(NC(=O)Nc3ccc(C(F)(F)F)cc3)ccc2O[C@@H]1CN(C)S(=O)(=O)c1cccs1 was read as IDH1 mut inh 0.0.
Screening CNC[C@@H]1Oc2ccc(NS(=O)(=O)c3ccccc3)cc2CC(=O)N([C@@H](C)CO)C[C@@H]1C returned PRC2 inh -1 and IDH1 mut inh 1.6.
Cc1noc(C)c1NC(=O)Nc1ccc2c(c1)CC(=O)N([C@@H](C)CO)C[C@H](C)[C@H](CN(C)S(=O)(=O)c1ccc(F)cc1)O2 was read as IDH1 mut inh 0.1.
C[C@@H]1CCCCO[C@H](CN(C)S(C)(=O)=O)[C@@H](C)CN([C@H](C)CO)C(=O)c2cc(NC(=O)NC3CCCCC3)ccc2O1 was read as IDH1 mut inh 0.7.
`C[C@@H]1CCCCO[C@@H](CN(C)C(=O)c2ccccc2)[C@H](C)CN([C@@H](C)CO)C(=O)c2cc(NC(=O)c3ccccc3)ccc2O1` gave PRC2 inh -15 and IDH1 mut inh -0.2.
Screening CC(C)NC(=O)Nc1cccc2c1O[C@H](CN(C)S(=O)(=O)c1cccs1)[C@H](C)CN([C@H](C)CO)C2=O returned IDH1 mut inh 1.6.
For C[C@H]1CN([C@@H](C)CO)C(=O)c2cc(NC(=O)c3ccncc3)ccc2O[C@@H]1CN(C)C the results were PRC2 inh 5 and IDH1 mut inh 0.4.
C[C@@H]1CN([C@H](C)CO)C(=O)c2cc(NC(=O)Nc3cccc4ccccc34)ccc2O[C@@H](C)CCCCO[C@@H]1CN(C)Cc1ccc2c(c1)OCO2 was read as IDH1 mut inh 0.8.
Screening C[C@H]1CN([C@@H](C)CO)C(=O)c2cccc(NC(=O)c3ccncc3)c2O[C@@H]1CN(C)S(=O)(=O)c1ccccc1 returned PRC2 inh -6.
Screening O=C(Nc1ccc(I)cc1C(=O)NCc1cccnc1)c1ccc(Cl)cc1Cl returned PRC2 inh -10 and IDH1 mut inh -0.1.
For O=C(C[C@@H]1C[C@H]2c3cc(NC(=O)NC4CCCCC4)ccc3O[C@H]2[C@@H](CO)O1)NCc1ccncc1 the results were PRC2 inh -1 and IDH1 mut inh 0.1.
`O=C(C[C@H]1C=C[C@H](NC(=O)c2ccccc2)[C@@H](CO)O1)Nc1ccc(-c2ccccc2)cc1` gave PRC2 inh -6 and IDH1 mut inh -0.3.
`Cn1c(=O)c2c(nc(NCc3cccnc3)n2Cc2ccc(Cl)cc2Cl)n(C)c1=O` gave PRC2 inh 3 and IDH1 mut inh -0.4.
Screening Cc1ccc(Nc2nc(Nc3ccc(C)cc3)nc(Sc3nnc(C)s3)n2)cc1 returned PRC2 inh -15 and IDH1 mut inh 0.4.
C[C@@H]1CCCCO[C@H](CN(C)CC2CCCCC2)[C@@H](C)CN([C@H](C)CO)C(=O)c2cc(NS(=O)(=O)c3ccccc3)ccc2O1 was read as IDH1 mut inh 1.4.
For CC(C)C#Cc1cnc2c(c1)C(=O)N([C@H](C)CO)C[C@H](C)[C@@H](CN(C)C(=O)Nc1ccccc1)O2 the results were PRC2 inh 7 and IDH1 mut inh -1.9.
Screening CO[C@H]1CN(C)C(=O)c2cc(NC(=O)Nc3c(C)noc3C)ccc2OC[C@@H](C)NC[C@H]1C returned PRC2 inh 6 and IDH1 mut inh 0.1.
For CCO[C@@H]1OC(C(=O)Nc2ccccc2)=C[C@H](c2csc3ccccc23)[C@H]1CCCO the results were PRC2 inh 7.
`COc1ccc(C)cc1N(CC(=O)Nc1c(C)n(C)n(-c2ccccc2)c1=O)S(C)(=O)=O` gave PRC2 inh 19 and IDH1 mut inh 0.5.
For CC(C)C#Cc1cnc2c(c1)C(=O)N([C@@H](C)CO)C[C@@H](C)[C@@H](CN(C)C(=O)c1ccccc1F)O2 the results were PRC2 inh 23 and IDH1 mut inh -1.1.
Screening Cc1noc(C)c1NC(=O)Nc1cccc2c1O[C@@H](CN(C)Cc1ccccc1)[C@H](C)CN([C@H](C)CO)C2=O returned PRC2 inh 3 and IDH1 mut inh 0.2.
For Cc1ccccc1-c1cnc2c(c1)C(=O)N([C@@H](C)CO)C[C@@H](C)[C@@H](CN(C)CC1CCOCC1)O2 the results were IDH1 mut inh 2.2.
Screening O=C(CC1CC1)Nc1ccc2c(c1)[C@H]1C[C@@H](CC(=O)NC3CCCC3)O[C@H](CO)[C@H]1O2 returned PRC2 inh 4 and IDH1 mut inh 0.3.
COc1ccc(S(=O)(=O)Nc2ccc3c(c2)CC(=O)N([C@H](C)CO)C[C@@H](C)[C@H](CN(C)Cc2ccc4c(c2)OCO4)O3)cc1 was read as IDH1 mut inh 0.0.
CCC(Sc1nncn1C)C(=O)Nc1ccc(-c2nc3ccc(C)cc3s2)cc1 (centres undefined) was read as PRC2 inh 6 and IDH1 mut inh 0.3.
CC(=O)N(C)C[C@H]1Oc2cc(C#C[C@H](C)O)ccc2S(=O)(=O)N([C@@H](C)CO)C[C@H]1C was read as PRC2 inh 6 and IDH1 mut inh -2.4.
CC(C)C#Cc1cnc2c(c1)C(=O)N([C@H](C)CO)C[C@H](C)[C@@H](CN(C)C(=O)c1ccccn1)O2 was read as PRC2 inh -9 and IDH1 mut inh 0.1.
`C[C@H](CO)N1C[C@H](C)[C@H](CN(C)Cc2ccncc2)Oc2cc(-c3cncnc3)ccc2S1(=O)=O` gave PRC2 inh 5 and IDH1 mut inh 0.8.
For Cc1noc(C)c1NC(=O)N(C)C[C@@H]1OCCCC[C@@H](C)Oc2ccc(NS(=O)(=O)c3cccs3)cc2C(=O)N([C@@H](C)CO)C[C@H]1C the results were IDH1 mut inh -0.5.
C[C@@H]1CCCCO[C@H](CN(C)C(=O)Nc2ccc(F)cc2)[C@H](C)CN([C@H](C)CO)C(=O)c2cc(N(C)C)ccc2O1 was read as PRC2 inh 6 and IDH1 mut inh -6.3.

Screening results (PubChem BioAssay)
